ALOX12 inh = blocks human arachidonate 12S-lipoxygenase; P18054; purified 12hLO, xylenol orange hydroperoxide absorbance; Potency, µM (doses to about 108 µM), for the others: at the top dose activity change, negative = inhibition, usual class: inhibitors; hit rate 1.1% among 580,000; AID 1671190; also: % is scaled to controls: 0 for no effect and ±100 for the full control effect
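Hydroperoxide product was detected by ferrous iron/xylenol orange as the 573 to 405 nm absorbance ratio. Arachidonic acid at 40 uM (final) was turned over for 30 min at room temperature by 150 nM human 12hLO, pH 7.0 Hepes buffer, after 15 min compound preincubation.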
RGS4 inhibitor = blocks human RGS4-accelerated GTP hydrolysis. hit rate 0.039% among 390,000. Transcreener GDP fluorescence polarization, RGS4-accelerated GTP hydrolysis. Potency, µM (highest dose often 114 µM), inactives show at the top dose activity change, negative = inhibition, hits mostly inhibitors. AID 504845; also: % is scaled to controls: 0 for no effect and ±100 for the full control effect; nearly all actives have a fitted effect of over 75% in size; some results filed as inactive show a strong effect at the top dose
Target sequence (P49798 whole entry, looked up): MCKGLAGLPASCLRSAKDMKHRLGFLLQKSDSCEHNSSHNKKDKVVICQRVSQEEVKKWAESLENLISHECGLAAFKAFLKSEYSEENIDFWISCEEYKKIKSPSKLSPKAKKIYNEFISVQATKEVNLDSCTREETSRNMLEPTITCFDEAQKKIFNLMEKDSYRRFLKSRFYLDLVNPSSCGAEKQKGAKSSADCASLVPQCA
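MLSMR compounds (23 nl, pin-transferred) preincubated 10 min at room temperature with a 500nM (2x) first reagent, then RGS4 at 900nM (2x) plus Transcreener GDP mix added; fluorescence polarization (620/688 nm) read before and after 90 min at 30 °C.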
RXFP1 ag = RXFP1 (human) receptor agonism. Q9HBX9. HEK293T-RXFP1 cAMP TR-FRET, 30 min; response scale: percent of porcine relaxin response, buffer zero. Potency, µM (doses to about 57.5 µM), inactives show at the top dose activation, actives largely listed as activators. hit rate 0.3% among 370,000. AID 2676; also: % is scaled to controls: 0 for no effect and ±100 for the full control effect; nearly all actives have a fitted effect of over 60% in size; many of its hits are not listed in these tables
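HEK293T cells stably expressing RXFP1 were pretreated with the PDE4 inhibitor Ro 20174, exposed to compounds for 30 min at 37C, lysed, and cAMP was read by TR-FRET. Data normalized to buffer (basal) and 29 nM porcine relaxin (100%).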
USP1-UAF1 inh = inhibitors of human USP1/UAF1 deubiquitinase; recombinant USP1/UAF1, Ub-Rhodamine cleavage fluorescence; Potency, µM (titrated, usually from 57.1 µM), for inactives: at the highest dose activity change, negative = inhibition, actives largely listed as inhibitors; AID 743255; O94782; hit rate 0.23% among 390,000; also: % is scaled to controls: 0 for no effect and ±100 for the full control effect; nearly all actives have a fitted effect of over 60% in size; inactives centre near -12
Target sequence (O94782 whole entry, looked up): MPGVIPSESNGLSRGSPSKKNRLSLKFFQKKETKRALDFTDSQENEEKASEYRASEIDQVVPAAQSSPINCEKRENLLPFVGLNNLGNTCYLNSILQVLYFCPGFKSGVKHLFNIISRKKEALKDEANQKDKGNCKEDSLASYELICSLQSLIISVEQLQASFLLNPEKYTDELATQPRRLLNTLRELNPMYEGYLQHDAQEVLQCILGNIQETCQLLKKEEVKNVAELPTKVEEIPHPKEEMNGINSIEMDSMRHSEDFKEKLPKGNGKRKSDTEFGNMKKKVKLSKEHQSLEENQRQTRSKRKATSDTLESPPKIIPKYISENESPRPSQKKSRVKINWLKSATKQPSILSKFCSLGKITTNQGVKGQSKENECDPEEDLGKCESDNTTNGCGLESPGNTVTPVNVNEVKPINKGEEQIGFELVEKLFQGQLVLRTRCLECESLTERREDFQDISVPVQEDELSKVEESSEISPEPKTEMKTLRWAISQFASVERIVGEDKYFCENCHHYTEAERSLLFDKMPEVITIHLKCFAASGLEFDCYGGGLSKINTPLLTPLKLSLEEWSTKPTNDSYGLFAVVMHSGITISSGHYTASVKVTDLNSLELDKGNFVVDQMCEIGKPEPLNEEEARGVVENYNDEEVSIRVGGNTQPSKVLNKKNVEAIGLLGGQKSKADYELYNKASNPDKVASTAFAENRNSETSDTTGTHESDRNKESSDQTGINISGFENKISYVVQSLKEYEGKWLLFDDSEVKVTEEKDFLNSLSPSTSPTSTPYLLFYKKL
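Step one: compound is pinned into 1nM USP1/UAF1 in HEPES pH 7.8 buffer with TCEP. Step two: 15 min room-temperature incubation. Step three: Ub-Rho (150nM final) starts cleavage, tracked by fluorescence over six one-minute reads.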
TrxR1 substrate = substrates of rat thioredoxin reductase 1; O89049; purified TrxR1 substrate turnover, NADPH consumption readout; Potency, µM (highest dose often 114 µM), for inactives: at the top dose activity change, negative = substrate turnover; hit rate 0.01% among 390,000; AID 588456; also: % is scaled to controls: 0 for no effect and ±100 for the full control effect; nearly all actives have a fitted effect of over 50% in size
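Rat TrxR1, dispensed at 90 nM, was prereduced with 400 uM NADPH (final) for 5 min at ~22 deg C, then incubated with compound 15 min before 400 uM selenite. A first-read NADPH fluorescence drop versus no-compound background flagged substrates.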
IDH1 R132H inh = human IDH1 R132H inhibition; hit rate 0.093% among 390,000; Potency, µM (top dose mostly 76.6 µM), inactives show at the highest dose activity change, negative = inhibition, most hits filed as inhibitors; IDH1-R132H enzyme, NADPH consumption, diaphorase/resazurin fluorescence; O75874; also: % is scaled to controls: 0 for no effect and ±100 for the full control effect; nearly all actives have a fitted effect of over 65% in size
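IDH1-R132H (0.5 ug/mL dispensed) in pH 7.5 Tris buffer was preincubated 30 min with compound, then given a substrate mix of 0.016 mM NADPH and 2 mM alpha-KG for 80 min at room temperature; remaining NADPH was read by diaphorase/resazurin fluorescence.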
rTrxR1 inhibitor = blocks rat thioredoxin reductase 1; recombinant rTrxR1, NADPH fluorescence consumption, selenite substrate; Potency, µM (titrated, usually from 114 µM), for inactives: at the top dose activity change, negative = inhibition, actives largely listed as inhibitors; hit rate 1% among 390,000; AID 588453; also: % is scaled to controls: 0 for no effect and ±100 for the full control effect; nearly all actives have a fitted effect of over 65% in size
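Rat TrxR1 (90 nM in the dispensed reagent) was pre-reduced with 400 uM NADPH for 5 min at room temperature, then incubated with compound for 15 min. After 400 uM selenite was added, NADPH fluorescence (Ex 340/Em 450 nm) was followed for 8 min.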
Vif-APOBEC3F blk = blocks the Vif interaction with APOBEC3F; HeLa A3F-eYFP + Vif (tagged APOBEC3F with the HIV-1 protein that degrades it), YFP fluorescence increase; Potency, µM (titrated, usually from 46.1 µM), without a hit: at the top dose activity, negative = active; hit rate 0.2% among 390,000; also: % of control where 0% means no effect; nearly all actives have a fitted effect of over 65% in size
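Fluorescence increase (Ex 488/Em 500-530) after overnight compound treatment at 37 deg C flags inhibition of Vif-driven A3F-eYFP loss in stable HeLa A3F-eYFP/Vif cells seeded overnight beforehand.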
Vif-A3G inh = blocks the Vif interaction with human APOBEC3G | Q9HC16 | HeLa A3G-eYFP + Vif (tagged APOBEC3G with the HIV-1 protein that degrades it), YFP fluorescence, overnight | Potency, µM (titrated, usually from 46.1 µM), for inactives: at the highest dose activity, negative = active, actives largely listed as inhibitors | hit rate 0.076% among 410,000;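 also: % is scaled to controls: 0 for no effect and ±100 for the full control effect; nearly all actives have a fitted effect of over 60% in size; hits raise eYFP signal because A3G escapes Vif-driven loss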
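Read-out is eYFP fluorescence (Ex 488/Em 500-530) from Vif-expressing HeLa A3G-eYFP cells; more signal means A3G escaped Vif-mediated degradation. Cells plated overnight, compound pinned in, incubated overnight at 37 deg C.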
Active calls of the source: *; ? = inconclusive; . = not tested or not shown; & = joins results of further samples; [ ] = another dose, or the depositor's remark. Calls follow the shape of the dose curve; as a rule, active = well fitted curve in the direction sought with a large enough effect; inconclusive = small, poorly fitted or top-dose-only effect, or another doubt; inactive = no such curve, though single readings can be large; an effect the other way counts as inactive or inconclusive. Potency is read from the fitted curve at half-maximal effect. Only part of the results is shown, so the mix of outcomes need not match the whole.

SMILES,ALOX12 inh,RGS4 inhibitor,RXFP1 ag,USP1-UAF1 inh,TrxR1 substrate,IDH1 R132H inh,rTrxR1 inhibitor,Vif-APOBEC3F blk,Vif-A3G inh
COc1ccc(NC(=O)c2cc(=O)c3cc(C)cc(C)c3o2)cc1,-24%,3%,-0.2%,-20%,3%,29%,14%,-12%,?
COc1ccc(N(CC(=O)N2CCc3ccccc32)S(=O)(=O)c2c(C)nn(C)c2C)cc1,23%,6%,0.5%,-19%,0%[57.1 µM],7%,-9%[57.1 µM],-1%,1%
O=c1ccc2cc([N+](=O)[O-])c(CCO)cc2o1,9%,11%,-0.5%,-8%,-5%,5%,19%[57.1 µM],2%,3%
CS(=O)(=O)N1CCc2cc(C(=O)Nc3cccc([N+](=O)[O-])c3)ccc21,-3%,-13%,0.7%,-7%,-3%,8%,-10%,-2%,0%
O=C(NCc1ccc2c(c1)OCO2)c1nc(Cn2ccc([N+](=O)[O-])n2)no1,-23%,-29%,0.6%,-17%,-1%[57.1 µM],5%,15%[57.1 µM],-11%,1%
Cc1ccc(OCC(O)Cn2c(=N)n(CCN3CCOCC3)c3ccccc32)cc1 (stereo not given),0%,9%,0.9%,-19%,6%,2%,21%,8%,0%
CSc1ccc(C(=O)c2[nH]c(=O)[nH]c2C)cc1,-18%,?,4.4%,16%,-7%[57.1 µM],-6%,12%[57.1 µM],9%,-2%
CSCC(C)N1CCC(n2nccc2NC(=O)CCc2ccccc2)CC1 (stereo not given),13%,-12%,2.6%,-19%,3%,7%,7%,0%,4%
CCOC(=O)c1c(C)[nH]c(C(=O)OCC(=O)Nc2ccc(Cl)cn2)c1C,344%&-43%[activator],-19%,19%,6%,-4%,1%,5%,0%,0%
O=C(NNC(=O)c1ccccc1Br)c1ccc(SCC2CCCO2)c([N+](=O)[O-])c1 (stereo not given),2%,0%,3.2%,-12%,2%,7%,16%,-4%,-3%
O=C(CSc1nnc(CCCOc2ccc(Cl)cc2Cl)o1)Nc1ccc(C(=O)O)cc1,-7%,6%,-0.6%,-19%,4%,10%,-9%[57.1 µM],-6%,-2%
NC(=O)c1cc(-c2ccccc2)sc1NC(=O)CN1CCCCC1,13%,-15%,-3.5%,-23%,-8%,9%,-7%,4%,1%
CC(C)N(Cc1nc(-c2ccccc2)no1)C(=O)CN(C)S(=O)(=O)c1ccc(Br)cc1,-7%,7%,3.8%,-9%,-4%,5%,15%,-2%,-6%
OCCC1CN(Cc2ccc(F)cc2Cl)CCN1CCc1ccccc1 (stereo not given),0%,-8%,4.1%,2%,-7%,-7%,6%,7%,0%
COc1cccc(NC(=S)N(Cc2cccc(Br)c2)CC2CCC(C(=O)O)CC2)c1 (stereo not given),?,2%,-1.1%,-2%,-7%,-4%,-11%,-3%,0%
Cc1cccc(NC(=O)c2ccc(OCc3c(C)noc3C)cc2)n1,19%,13%,-0.2%,-20%,-6%,-2%,1%,10%,4%
Nc1cc(=O)[nH]c2ncnn12,11%,-20%,.,2%,13%[57.1 µM],0%,-11%[11.4 µM],-7%,1%
O=C(O)CCc1ccc(-c2ccc(Br)cc2)n1-c1ccccc1O,?,-12%,4.7%,-27%,6%,11%,20%,-12%,-11%
CC1CN(c2ccc(Cl)cc2[N+](=O)[O-])CCN1S(C)(=O)=O (stereo not given),-18%,?,-0.4%,-2%,-4%[57.1 µM],0%,9%[57.1 µM],5%,1%
S=c1nc(-c2ccc(Br)cc2)oc2c1CCCC2,?,?,-0.3%,-13%,7%[11.4 µM],1%,4%[11.4 µM],-14%,0%
Cc1ccccc1N1CCN(C(=S)c2ccc(-c3ccc([N+](=O)[O-])cc3)o2)CC1,?,-48%,1.5%,-16%,-2%[57.1 µM],2%,11%[57.1 µM],5%,2%
CCCN1CCN(CCCNC(=O)c2cc3c(s2)-c2c(C)cccc2OC3)CC1,?,-13%&19%,8.5%&-0.8%,-25%&-18%,520%[activator],2%&2%,-7%&47%,?,-14%&-13%
c1ccc(Cn2ccc(-c3cnc(-c4ccccc4)s3)n2)cc1,-6%,3%,5.0%,-17%,105%[activator][57.1 µM],5%,18%[57.1 µM],1%,-9%
O=C(NCCCc1ccccc1)c1ccc2c(c1)sc1nc(-c3ccc(F)cc3)cn12,?,22%,-1.4%,3%,-2%,27%,4%,8%,10%
O=C1N=C(N2CCOCC2)S/C1=C\c1ccncc1,116%[activator],16%,-4.4%,-12%,-12%,-5%,-11%,9%,4%
COc1ccc(-c2nc3cc(NC(=O)c4ccc(C)cc4)ccc3o2)cc1Cl,-22%,43%,-2.7%,-13%,18%,14%,14%,-11%,-4%
COc1cccc(NC(=O)c2ccc(S(=O)(=O)N(C)C)cc2)c1,1%,-26%,-0.6%,-18%,2%,0%,12%,1%,-1%
Cc1ccc(C(C)(C)NC(=O)C2CCC(=O)N(C3CCCCCC3)C2)cc1 (stereo not given),465%[activator],-3%,0.2%,-16%,6%,11%,10%,3%,-6%
N#C/C(C(=O)NCc1ccco1)=C1/SC(Cc2ccc(F)cc2)C(=O)N1c1ccccc1 (stereo not given),0%,-9%,-0.1%,-17%,6%[57.1 µM],0%,14%[57.1 µM],-5%,0%
CC(=O)c1sc(N2C(=O)c3oc4ccccc4c(=O)c3C2c2ccc(C)cc2)nc1C (stereo not given),16%,-19%,-0.7%,0%,0%,0%,-1%,1%,1%
Nc1nnc(SCc2ccc([N+](=O)[O-])cc2)s1,6%,-10%,1.4%,-23%,5%,4%,5%,0%,-10%
CC(=O)Oc1ccc(N2C(=O)C3C4C=CC(CC4)C3C2=O)cc1[N+](=O)[O-] (stereo not given),-6%,-9%,2.4%,-8%,5%,7%,-25%,-6%,2%
O=C(Nc1cccc(Cl)c1)c1ccc(-n2cncn2)c([N+](=O)[O-])c1,-21%,-6%,0.0%,-21%,4%,18%,11%,2%,2%
CCC(C)NC(C(=O)Nc1ccc(Cl)c([N+](=O)[O-])c1)c1ccccc1 (stereo not given),?,17%,0.5%,-7%,-5%,-3%,8%,-12%,1%
CC(=O)Nc1ccc(S(=O)(=O)NCc2ccc3c(c2)CCN3C(C)=O)cc1,-5%,3%,3.8%,9%,5%[57.1 µM],21%,12%[57.1 µM],-3%,0%
CN1/C(=N\O)c2cccc3cccc1c23,?,-16%,0.4%,-5%,-1%,19%,-6%,-4%,4%
CCOC(=O)c1ccccc1NC(=O)c1ccc2nccnc2c1,0%,25%,2.4%,-12%,-3%,4%,-3%,-9%,7%
CCN(CC)c1ccc(NC(=O)CN2CCN(CC(=O)Nc3ccc(OC)cc3)CC2)cc1,0%,-28%,0.2%,-19%,1%,1%,6%,-3%,0%
CCCNc1nc(C)cc(-c2cc(C(=O)NC3CCCC3)on2)n1,-21%,29%,0.0%,-5%,11%[57.1 µM],-5%,17%[57.1 µM],1%,-1%
CC(C)Oc1ccccc1/C=N/NC(=O)C1CCCC1,322%[activator],-14%,1.2%,-19%,-1%,11%,10%,2%,-6%
O=C(NC(=O)c1ccc(Cl)cc1)OC1CCCCC1,?,4%,-1.0%,-19%,-1%,3%,3%,-4%,1%

Seven neighbouring records out of the list so far, for reference:
SMILES,ALOX12 inh,RGS4 inhibitor,RXFP1 ag,USP1-UAF1 inh,TrxR1 substrate,IDH1 R132H inh,rTrxR1 inhibitor,Vif-APOBEC3F blk,Vif-A3G inh
COc1ccc(NC(=O)c2cc(=O)c3cc(C)cc(C)c3o2)cc1,-24%,3%,-0.2%,-20%,3%,29%,14%,-12%,?
COc1ccc(N(CC(=O)N2CCc3ccccc32)S(=O)(=O)c2c(C)nn(C)c2C)cc1,23%,6%,0.5%,-19%,0%[57.1 µM],7%,-9%[57.1 µM],-1%,1%
O=c1ccc2cc([N+](=O)[O-])c(CCO)cc2o1,9%,11%,-0.5%,-8%,-5%,5%,19%[57.1 µM],2%,3%
CS(=O)(=O)N1CCc2cc(C(=O)Nc3cccc([N+](=O)[O-])c3)ccc21,-3%,-13%,0.7%,-7%,-3%,8%,-10%,-2%,0%
O=C(NCc1ccc2c(c1)OCO2)c1nc(Cn2ccc([N+](=O)[O-])n2)no1,-23%,-29%,0.6%,-17%,-1%[57.1 µM],5%,15%[57.1 µM],-11%,1%
Cc1ccc(OCC(O)Cn2c(=N)n(CCN3CCOCC3)c3ccccc32)cc1 (stereo not given),0%,9%,0.9%,-19%,6%,2%,21%,8%,0%
CSc1ccc(C(=O)c2[nH]c(=O)[nH]c2C)cc1,-18%,?,4.4%,16%,-7%[57.1 µM],-6%,12%[57.1 µM],9%,-2%

High-throughput results: PubChem, National Center for Advancing Translational Sciences (NCATS)
